# Screening data: PubChem, National Center for Advancing Translational Sciences (NCATS)
# ALDH1A1 block: ALDH1A1 (human) enzyme inhibition; Purified ALDH1A1, NADH fluorescence, propionaldehyde substrate; Potency, µM (series often up to 75.3 µM), for inactives: top-dose activity, negative = inhibition, actives largely listed as inhibitors; 7.3% of 220,000 active; active = well fitted inhibition curve with a large enough effect, not every such curve was filed as active; inconclusive = small, poorly fitted or top-dose-only effect, or another doubt; inactive = no such curve, though single readings can be large or run the other way;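 note: plate controls were no enzyme wells and a reference inhibitor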
# Target sequence (P00352 whole entry, looked up): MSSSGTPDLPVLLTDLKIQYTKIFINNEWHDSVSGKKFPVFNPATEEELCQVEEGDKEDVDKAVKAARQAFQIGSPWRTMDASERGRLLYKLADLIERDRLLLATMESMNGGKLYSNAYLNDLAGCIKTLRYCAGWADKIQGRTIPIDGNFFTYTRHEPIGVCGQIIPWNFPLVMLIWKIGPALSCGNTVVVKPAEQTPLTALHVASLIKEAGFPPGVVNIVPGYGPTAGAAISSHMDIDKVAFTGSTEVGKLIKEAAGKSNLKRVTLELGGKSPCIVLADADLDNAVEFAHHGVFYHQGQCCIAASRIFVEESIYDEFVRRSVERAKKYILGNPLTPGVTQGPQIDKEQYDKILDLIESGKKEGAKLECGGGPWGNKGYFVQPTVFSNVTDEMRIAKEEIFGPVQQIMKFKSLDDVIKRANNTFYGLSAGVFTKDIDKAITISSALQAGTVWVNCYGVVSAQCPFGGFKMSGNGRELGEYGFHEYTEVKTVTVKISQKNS
# LMNA splice mod: LMNA splicing modulation | Potency, µM (doses to about 46.1 µM), for inactives: top-dose ratio change, negative = inhibition, most hits filed as inhibitors | AID 1487 | HeLa LMNA splicing GFP/RFP minigene ratio, 48 h | 0.01% of 200,000 active; active = well fitted inhibition curve with a large enough effect in the signal ratio, with a control signal flat, not every such curve was filed as active; inconclusive = small, poorly fitted or top-dose-only effect, or effect the other way, or a change in a side signal; the % refers to the signal ratio; note: % is set by controls: 0 for no effect and ±100 for the full control effect
#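 S3 HeLa stable clones carrying a lamin A-EGFP splicing minigene plus DsRed2 were seeded at 600 cells/well in Opti-MEM with 2% FBS, pin-dosed and incubated 48 h at 37°C. Acumen cytometry (488 nm) gave the GFP/RFP total-intensity ratio.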
# GoLoco inh red: inhibitors of human Gai1-RGS12 GoLoco interaction (red fluorophore). P63096. Gai1:RGS12 GoLoco peptide FP, rhodamine, 10 min. Potency, µM (series often up to 61.6 µM), inactives show at the highest dose activity, negative = inhibition, usual class: inhibitors. 0.44% of 230,000 active; active = well fitted inhibition curve with a large enough effect, not every such curve was filed as active; inactive = no such curve, though single readings can be large or run the other way; note: % is set by controls: 0 for no effect and ±100 for the full control effect; nearly all actives have a fitted effect of over 30% in size; many of its hits are not listed in these tables
# RECQ1 inh: blocks DNA unwinding by human RECQ1 | AID 2549 | RECQ1 DNA unwinding, red fluorescence kinetic read | Potency, µM (top dose mostly 57.3 µM), without a hit: top-dose activity, negative = inhibition, most hits filed as inhibitors | P46063 | 0.54% of 240,000 active;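 note: plate controls were vehicle for no effect and no enzyme for full effect; nearly all actives have a fitted effect of over 30% in size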
#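 RECQ1T1 50 nM; forked duplex (20 bp + 30-nt ss tails) 200 nM, ATP 2 mM final; pH 8.0, 2 mM MgCl2, 2.5 ug/ml poly(dI-dC); 15 min compound preincubation; discontinuous kinetic read over 2 h at RT.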
# KDM4E inh: inhibitors of human JMJD2E histone demethylase; B2RXH2; JMJD2E catalytic domain, FDH-coupled NADH fluorescence (FDH is formaldehyde dehydrogenase); Potency, µM (top dose mostly 57.1 µM), for inactives: at the highest dose activity change, negative = inhibition, most hits filed as inhibitors; 1.6% of 230,000 active; AID 2147; active = well fitted inhibition curve with a large enough effect, not every such curve was filed as active; inconclusive = small, poorly fitted or top-dose-only effect, or another doubt; inactive = no such curve, though single readings can be large or run the other way;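 note: 0% = wells with enzyme and -100% = buffer wells without enzyme; nearly all actives have a fitted effect of over 50% in size; many of its hits are not listed in these tables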
# Target sequence (B2RXH2 1-337 limits assumed): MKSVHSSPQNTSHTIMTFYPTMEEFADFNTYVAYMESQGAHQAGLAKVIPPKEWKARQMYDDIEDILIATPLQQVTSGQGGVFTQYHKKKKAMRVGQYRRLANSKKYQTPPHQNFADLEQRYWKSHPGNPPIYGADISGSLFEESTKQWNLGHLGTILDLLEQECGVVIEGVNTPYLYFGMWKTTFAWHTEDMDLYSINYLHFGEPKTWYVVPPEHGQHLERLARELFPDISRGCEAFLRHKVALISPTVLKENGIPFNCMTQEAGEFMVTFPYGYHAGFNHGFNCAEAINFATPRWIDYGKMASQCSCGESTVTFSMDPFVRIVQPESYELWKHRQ
# SMN2 splice up: increases expression of the SMN2 splice variant; HEK293 SMN2-luciferase splicing reporter, luminescence, 30-36 h; Potency, µM (series often up to 46.1 µM), for inactives: at the top dose activity change, positive = activation, most hits filed as activators; 2.8% of 210,000 active; note: % of control where 0% means no effect; nearly all actives have a fitted effect of over 55% in size
#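 qHTS luciferase splicing reporter: luminescence rises when SMN2 exon 7 is included in transfected HEK293 cells. Compound exposure lasted 30-36 h at 37C, with 4.5 mM final sodium butyrate as control, followed by a ONE-Glo read.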
# TexasRed fluor: counter-screen for TRb-SRC2 inhibitors: fluorescence interference. 0.29% of 280,000 active. Potency, µM (series often up to 106 µM), for the others: at the top dose fluorescence change, negative = quenching. AID 1479. TRb/SRC2 Texas Red total fluorescence interference; active = well fitted curve in either direction with a large enough effect; inconclusive = small, poorly fitted or top-dose-only effect; note: % is set by controls: 0 for no effect and ±100 for the full control effect
#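 Flags fluorescent or light-absorbing compounds by total fluorescence, S + 2P, at 555 nm excitation and 632 nm emission. Mixture: 20 nM Texas Red SRC2 peptide, 0.6 uM human TRb LBD, 1 uM T3, 5% DMSO; compound exposure 5 h at ambient temperature.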
# TRb-SRC2 inh: inhibitors of human thyroid hormone receptor beta-SRC2 interaction; P10828; TRbeta-SRC2 peptide binding, fluorescence polarization; receptor liganded with 1 µM T3; Potency, µM (doses to about 106 µM), without a hit: top-dose activity change, negative = inhibition, actives largely listed as inhibitors; 0.065% of 280,000 active;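 note: plate controls were bound peptide for no effect and peptide without receptor for full effect; nearly all actives have a fitted effect of over 50% in size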
#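 Polarization signal, normalized between peptide-alone and full complex controls, measured compound effects on T3-liganded human TRb LBD (0.6 uM) binding 20 nM Texas Red SRC2 peptide after 5 hr.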
# Active calls of the source: *; i = inactive; ? = inconclusive; · = no result given; [ ] = remark or other dose. Unless noted, calls come from the whole dose curve; as a rule, active = well fitted curve in the direction sought with a large enough effect; inconclusive = small, poorly fitted or top-dose-only effect, or another doubt; inactive = no such curve, though single readings can be large; an effect the other way counts as inactive or inconclusive. Potency is the fitted concentration of half-maximal effect.
SMILES,ALDH1A1 block,LMNA splice mod,GoLoco inh red,RECQ1 inh,KDM4E inh,SMN2 splice up,TexasRed fluor,TRb-SRC2 inh
CCc1nc(C)cn1S(=O)(=O)c1cc(F)ccc1OC,1.4%,·,6.8%,-0.9%,-13.7%,·,-1.4%,-2.3%
O=C(c1cccc(F)c1)N1CCC[C@@]2(CCN(Cc3ccncc3)C2)C1,?,·,5.5%,-2.5%,·,-2.7%,·,·
Fc1ccc(CSc2nnc(-c3cccnc3)n2Cc2ccco2)cc1,-5.2%,3.9%,6.8%,-6.0%,1.1%,-15.9%,1.0%,-10.8%
NC(N)=Nc1ccc(Cl)cc1,-7.0%,·,7.8%,-2.0%,6.7%,·,0.1%,-0.8%
COc1ccc(C(=O)N2CCN(c3ccc(C)cc3C)CC2)cc1OC,13.1%,?,-6.5%,-1.5%,-5.7%,-3.3%,0.0%,-1.1%
CCCCCc1ccc(OCCCC[n+]2ccc(C)cc2)c(CCCCC)c1,-4.8%,·,-1.6%,-14.2%,3.6%,·,-1.7%,-3.8%
OC(COCc1cccs1)CN1CCCCCC1 (configuration not stated),?,4.1%,-13.7%,12.3%,-24.0%,-8.1%,-3.2%,1.3%
c1ccc2c(c1)NCCS2,?,·,11.7%,14.8%,-31.2%,·,-1.0%[53 µM],-2.4%[53 µM]
O=C1CS/C(=N/N=C2C3CC4CC(C3)CC2C4)N1,3.6%,-20.7%,·,12.4%,21.8%,·,-2.9%,6.2%
CCOC(=O)C1(Cc2ccccc2)CCN(Cc2cn[nH]c2-c2ccccc2)CC1,-7.0%,·,1.4%,-4.3%,-22.8%,·,-2.6%,3.9%
COc1cc(NC(=O)NC(C)(C(F)(F)F)C(F)(F)F)cc(OC)c1OC,0.3%,-8.9%,-0.3%,-13.1%,-19.0%,-1.4%,-5.7%,3.8%
O=C(N/N=C/c1cn(-c2cccs2)nc1-c1ccccc1)c1ccccc1Cl,?,?,-1.1%,-20.9%,?,20µM*,-1.4%,2.2%
CC(C)CCNC(=O)C(c1cccs1)N(CC1CCCO1)C(=O)Cn1nnc2ccccc21 (configuration not stated),-1.8%,1.1%,7.7%,-15.6%,6.0%,-4.6%,3.1%,1.9%
CCC(C)c1cc(S(=O)(=O)N2CCOCC2)ccc1OC (configuration not stated),3.8%,4.4%,1.7%,-1.2%,-0.3%,-21.5%,-4.9%,1.0%
O=C(Nc1ccc2c(c1)OCO2)C1CC(=O)N(CCc2ccccc2)C1 (configuration not stated),3.5%,·,9.6%,i,5.5%,-34.5%[inhibitor],0.5%,-0.2%

# Some entries already given, reduced to ALDH1A1 block.
Structure | ALDH1A1 block
O=C(c1cccc(F)c1)N1CCC[C@@]2(CCN(Cc3ccncc3)C2)C1 | ?
O=C(N/N=C/c1cn(-c2cccs2)nc1-c1ccccc1)c1ccccc1Cl | ?
O=C1CS/C(=N/N=C2C3CC4CC(C3)CC2C4)N1 | 3.6%

# Exported field by field: part of the list above.
> Fc1ccc(CSc2nnc(-c3cccnc3)n2Cc2ccco2)cc1
  ALDH1A1 block: -5.2%	LMNA splice mod: 3.9%	GoLoco inh red: 6.8%	RECQ1 inh: -6.0%	KDM4E inh: 1.1%	SMN2 splice up: -15.9%	TexasRed fluor: 1.0%	TRb-SRC2 inh: -10.8%

> NC(N)=Nc1ccc(Cl)cc1
  ALDH1A1 block: -7.0%	LMNA splice mod: ·	GoLoco inh red: 7.8%	RECQ1 inh: -2.0%	KDM4E inh: 6.7%	SMN2 splice up: ·	TexasRed fluor: 0.1%	TRb-SRC2 inh: -0.8%

# Additional entries:
SMILES,ALDH1A1 block,LMNA splice mod,GoLoco inh red,RECQ1 inh,KDM4E inh,SMN2 splice up,TexasRed fluor,TRb-SRC2 inh
COc1cc(C(=S)N2CCN(c3cccc(Cl)c3)CC2)ccc1O,3.55µM*,8.0%[46 µM],-6.7%,-7.6%,?,·,-1.1%[53 µM],-5.0%[53 µM]
CC1(C)CC(=O)C2=C(C1)OC(N)=C(C#N)C2c1cc2c(cc1[N+](=O)[O-])OCO2 (configuration not stated),2.7%,-7.1%,-10.1%,1.8%,4.2%,-10.7%,-1.4%,-3.0%
COc1ccc(C2=CC(c3ccc(OC)c(OC)c3)n3nnnc3N2)c(OC)c1 (configuration not stated),?,?,·,-2.3%,?,·,-0.4%,3.2%
Cc1ccc(C)c(S(=O)(=O)NCc2ccncc2)c1,8.7%,10.2%,1.4%,i,3.6%,-57.7%[inhibitor],-2.3%,-2.6%
CC(C)CCNc1nc(N2CCCC2)c2c(c1C#N)CCN(C)C2,?,?,15.9%,-9.6%,-6.7%,-56.5%[inhibitor],-0.2%,9.3%
COc1cccc(/C=N/NC(=O)CCNc2n[nH]c(=O)[nH]c2=O)c1OC,5.4%,2.6%[46 µM],12.4%,i,?,-1.9%,-1.4%,7.5%
CCCCCCCC(=O)NNC(=O)CCC(=O)O,-3.0%,7.3%[0.0737 µM],-8.1%,-6.6%,0.1%,7.2%,-0.7%,-3.1%
Cc1cccc(OC(C)C(=O)NCc2ccc(S(N)(=O)=O)cc2)c1 (configuration not stated),-13.4%,-0.7%,3.8%,?,2.2%,-12.0%,-2.5%,-6.4%
O=C(NCc1ccccn1)C(=O)Nc1nc(C23CC4CC(CC(C4)C2)C3)cs1,?,·,13.1%,-1.0%,2.1%,·,-1.7%,-4.1%
O=C(c1cc2ccccc2oc1=O)N(Cc1ccco1)Cc1cccs1,?,-4.2%,5.6%,-5.8%,-2.2%,20.2%,-6.6%,-1.2%
CC(C)Cc1nnc(NC(=O)c2ccc([N+](=O)[O-])cc2)s1,-7.5%,-1.9%,10.2%,-6.0%,-2.8%,2.9%,-1.4%,1.6%
COc1ccc(S(=O)(=O)N2CCNCC2)cc1OC,-5.7%,·,2.4%,i,2.1%,-11.8%,-1.7%,-11.0%
CC(C)OCC1CO1 (configuration not stated),-3.6%,·,25.1µM*,-6.1%,·,-6.7%,-1.1%,-4.1%
C=C(C)Cn1c(Sc2nnc(C)s2)nc2c1c(=O)[nH]c(=O)n2C,-2.5%,-3.5%,-1.1%,-12.5%,0.0%,-7.3%,-1.5%,2.6%
COc1ccc(S(=O)(=O)O/N=C2\CCSc3ccc(C)cc32)cc1,7.08µM*,-5.1%,0.7%,i,-0.9%,-13.8%,1.0%,-5.0%
Cc1cnc(CNc2ncnc3ccc(-c4ccccc4C)cc23)cn1,-2.1%,?,13.4%,-2.7%,·,·,·,·
CCOC(=O)Cn1c(=O)oc2cc(S(=O)(=O)Nc3cccc(C)c3)ccc21,0.8%,-0.9%,15.4%,-4.8%,1.7%,-29.2%,-3.5%,-4.7%
CCOc1ccc(N=C(NN)c2ccc3ccccc3n2)cc1,?,?,5.0%,-4.5%,?,14.7%,-3.5%,-4.3%
CS(=O)(=O)N(CC(=O)N1CCCC1)c1ccc(Cl)c(Cl)c1,7.7%,-3.0%,1.8%,-4.9%,5.9%,-18.6%,2.9%,2.8%
CCNC(=S)N1CCc2ccccc2C1,-4.7%,3.6%[46 µM],0.4%,-5.8%,7.0%,·,0.0%,5.2%
CCOCCCNC(=O)C(NC(=O)Cc1cccs1)c1ccccc1 (configuration not stated),0.3%,4.2%[9.22 µM],-2.4%,-4.3%,-20.0%,0.4%,-0.4%,-4.4%
CC1(C)CC(=O)C2=C(C1)OC(N)=C(C#N)C2c1ccsc1 (configuration not stated),25.1µM*,-6.5%,6.6%,-8.8%,-5.8%,-1.2%,0.9%,-16.8%
O=C(NC1CCCCCC1)C1CCN(S(=O)(=O)N2CCC3(CC2)OCCO3)CC1,?,3.5%,1.4%,0.1%,-4.8%,-1.7%,-2.2%,-8.3%
NS(=O)(=O)c1ccc(NC(=O)COC(=O)c2cc3ccccc3oc2=O)cc1,·,·,-4.2%,-5.1%,?,·,-5.1%,-0.7%
CC(=O)c1ccc(N2CCCC2)c(F)c1,-3.2%,-17.9%,5.3%,0.5%,-2.7%,·,-1.3%,1.3%
CC1CCN(c2nc(-c3ccccc3O)nc3ccccc23)CC1,4.3%,1.7%,7.7%,i,0.1%,-26.4%,0.8%,1.4%
O=C(Nc1ccc(NC(=S)NC(=O)c2ccccc2F)cc1)c1cccs1,?,?,-3.5%,-2.7%,2.7%,16.8%,0.6%,-7.1%
CCOC(=O)c1c(C)[nH]c(C(=O)NCc2ccccc2OC)c1C,10.4%,-3.4%,11.2%,-5.2%,-1.7%,10µM*,1.6%,-11.4%
O=S(=O)(c1ccc(NC(=S)NCCC(c2ccccc2)c2ccccc2)cc1)N1CCOCC1,12.6µM*,?,7.6%,i,-1.6%,-55.1%[inhibitor],-2.0%[53 µM],6.8%[53 µM]
CCOC(=O)c1sc(=S)n(C)c1NC(=O)c1ccccc1,3.55µM*,-5.8%,-11.3%,-4.5%,-1.0%,7.4%,-4.0%,5.3%
COc1cc(OC)cc(C(=O)OC/C(O)=C(\C#N)c2nc3ccccc3[nH]2)c1,·,·,50.1%[activator],-0.3%,-6.4%,·,0.3%,8.5%
Nc1cc(=O)[nH]c(SCC(=O)Nc2ncc(C(F)(F)F)cc2Cl)n1,13.8%,·,6.0%,-15.6%,-12.2%,-10.0%,-3.2%,-7.3%
COc1ccccc1NC(=O)N1CCCC1C(=O)Nc1ccc2c(c1)OCO2 (configuration not stated),2.9%,-8.5%,7.6%,-1.0%,1.7%,2.4%,-4.4%,7.6%
Cc1cc(C)c2c(=O)n(CC(=O)Nc3cccc(F)c3)sc2n1,·,·,31.6µM*,-7.8%,?,·,-8.6%,1.6%

# The list is partial, so the mix of outcomes need not match the whole.
